p53 reactivation: qHTS assay for re-activators of p53 using a Luc reporter | H1299 p53-A138V BP100-luciferase reporter, luminescence, 24 h | Potency, µM (titrated, usually from 92.2 µM), without a hit: at the top dose activity change, positive = activation, usual class: activators | actives 0.063% (n = 320,000) | AID 504706, 2011; also: potency is read from the fitted curve at half-maximal effect; % of control where 0% means no effect; nearly all actives have a fitted effect of over 45% in size
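p53-null H1299 cells stably carrying temperature-sensitive p53-A138V and a BP100-luciferase reporter were pinned with compounds (4-point, 1:5 series) and held 24 hrs at 37 deg C. Luminescence was read 10 min after detection reagent.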
TRPV1 ag: HTS Assay for Compounds that Act as Agonists of the Vanilloid Receptor 1 | AID 540275, 2011 | activation, % at 8.33 µM | actives 0.19% (n = 320,000) | TRPV1-expressing cells, Fluo-8 calcium influx, agonist mode; in the data active = activation above about 80%; inconclusive = between about 30% and that limit; also: 0% is about no effect
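Fluo-8 calcium influx in TRPV1-expressing cells, kinetic read (ex 480/em 520 nm). Compound added and read 3 min for agonist activity, followed by capsaicin at EC20 final and 2 min further read for enhancement.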
BRCA1 expr act: qHTS Assay to Identify Small Molecule Activators of BRCA1 Expression; actives 1.1% (n = 380,000); Potency, µM (highest dose often 46.1 µM), inactives show at the top dose activation, most hits filed as activators; MCF7-BRCA1-FFLuc reporter, luminescence, 48 h; response scale: scaled: vehicle 0%, 10 µM genistein 100%; also: potency is read from the fitted curve at half-maximal effect; nearly all actives have a fitted effect of over 80% in size; some results filed as inactive show a strong effect at the top dose
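Luminescence from a BRCA1-driven firefly luciferase in MCF7 cells was the read-out, taken 15 min after substrate addition following 48 h compound exposure at 37 °C. Data were normalized to a 10 microM genistein control and DMSO vehicle.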
a7 integrin act: qHTS for Activators of Integrin-Mediated Alleviation for Muscular Dystrophy; alpha7betagal myoblasts, beta-gal FDG fluorescence, 48 h; Potency, µM (doses to about 38.3 µM), inactives show at the top dose activation, hits mostly activators; actives 0.064% (n = 350,000);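 also: potency is read from the fitted curve at half-maximal effect; 100% = response of the positive control SU9516; nearly all actives have a fitted effect of over 60% in size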
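alpha7betagal+/- myoblasts (passage 13, 250/well) treated 48 h at 37C with compounds at 1:260 dilution of DMSO stock. Lysed, then beta-galactosidase activity read as FDG fluorescence (ex 480/em 540) after 30 min, with pre-read for autofluorescence.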
AT treatment: qHTS Assay for Identifying a Potential Treatment of Ataxia-Telangiectasia; […] A-T fibroblasts, KAP-1 phosphorylation AlphaLISA; neocarzinostatin DNA damage 30 min before lysis; Potency, µM (top dose mostly 57.5 µM), inactives show at the highest dose activation, hits mostly activators; actives 0.19% (n = 320,000); AID 485349, 2010; also: potency is read from the fitted curve at half-maximal effect; % of control where 0% means no effect; nearly all actives have a fitted effect of over 45% in size
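hTERT-immortalized A-T patient fibroblasts ([…]), 500 cells/well in OPTI-MEM, 1% FBS, got compounds for 60 min, then NCS for 30 min at 37C. Lysates were then assayed for phospho-KAP-1 by AlphaLISA (anti-pKAP1 donor, anti-KAP1 acceptor beads), 6 hr at 25C.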
B2AR arrestin: qHTS assay of beta-arrestin-biased ligands of beta2-adrenergic receptor; Beta-2 adrenergic receptor (Homo sapiens), P07550; beta-arrestin recruitment to beta2AR, cell-based reporter; Potency, µM (top dose mostly 46.1 µM), for the others: at the top dose activation, usual class: activators; actives 0.02% (n = 330,000);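 also: potency is read from the fitted curve at half-maximal effect; 0% = DMSO controls and full agonism = EC100 isoproterenol or metaproterenol; nearly all actives have a fitted effect of over 65% in size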
TCR activator: Activators of T cell receptors: qHTS campaign; primary human leukocytes, anti-CD3, IL-2 HTRF, 48 h; Potency, µM (doses to about 9.22 µM), without a hit: top-dose activation of IL-2 secretion, hits mostly activators; 330,000 tested, under 10 active; AID 504894, 2011; also: % of control where 0% means no effect
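Compounds are tested in HTS on primary human leukocytes co-incubated with a-CD3 beads for 48 hr. IL-2 output is measured by time-resolved FRET.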
CXXC DNA block: qHTS Fluorescence Polarization Assay for Inhibitors of MLL CXXC domain - DNA interaction; Potency, µM (doses to about 115 µM), for the others: top-dose activity change, negative = inhibition, actives largely listed as inhibitors; actives 0.037% (n = 290,000); MLL-CXXC / FITC-HOXA9 DNA fluorescence polarization; AID 2662, 2010; Histone-lysine N-methyltransferase 2A (Homo sapiens), Q03164; active = well fitted inhibition curve with a large enough effect in the polarisation, with a control signal flat, not every such curve was filed as active; inconclusive = small, poorly fitted or top-dose-only effect, or effect the other way, or a change in a side signal; inactive = no such curve, though single readings can be large or run the other way; the % refers to the polarisation; also: potency is read from the fitted curve at half-maximal effect
Target sequence (Q03164 whole entry, looked up, the tested form may be a part): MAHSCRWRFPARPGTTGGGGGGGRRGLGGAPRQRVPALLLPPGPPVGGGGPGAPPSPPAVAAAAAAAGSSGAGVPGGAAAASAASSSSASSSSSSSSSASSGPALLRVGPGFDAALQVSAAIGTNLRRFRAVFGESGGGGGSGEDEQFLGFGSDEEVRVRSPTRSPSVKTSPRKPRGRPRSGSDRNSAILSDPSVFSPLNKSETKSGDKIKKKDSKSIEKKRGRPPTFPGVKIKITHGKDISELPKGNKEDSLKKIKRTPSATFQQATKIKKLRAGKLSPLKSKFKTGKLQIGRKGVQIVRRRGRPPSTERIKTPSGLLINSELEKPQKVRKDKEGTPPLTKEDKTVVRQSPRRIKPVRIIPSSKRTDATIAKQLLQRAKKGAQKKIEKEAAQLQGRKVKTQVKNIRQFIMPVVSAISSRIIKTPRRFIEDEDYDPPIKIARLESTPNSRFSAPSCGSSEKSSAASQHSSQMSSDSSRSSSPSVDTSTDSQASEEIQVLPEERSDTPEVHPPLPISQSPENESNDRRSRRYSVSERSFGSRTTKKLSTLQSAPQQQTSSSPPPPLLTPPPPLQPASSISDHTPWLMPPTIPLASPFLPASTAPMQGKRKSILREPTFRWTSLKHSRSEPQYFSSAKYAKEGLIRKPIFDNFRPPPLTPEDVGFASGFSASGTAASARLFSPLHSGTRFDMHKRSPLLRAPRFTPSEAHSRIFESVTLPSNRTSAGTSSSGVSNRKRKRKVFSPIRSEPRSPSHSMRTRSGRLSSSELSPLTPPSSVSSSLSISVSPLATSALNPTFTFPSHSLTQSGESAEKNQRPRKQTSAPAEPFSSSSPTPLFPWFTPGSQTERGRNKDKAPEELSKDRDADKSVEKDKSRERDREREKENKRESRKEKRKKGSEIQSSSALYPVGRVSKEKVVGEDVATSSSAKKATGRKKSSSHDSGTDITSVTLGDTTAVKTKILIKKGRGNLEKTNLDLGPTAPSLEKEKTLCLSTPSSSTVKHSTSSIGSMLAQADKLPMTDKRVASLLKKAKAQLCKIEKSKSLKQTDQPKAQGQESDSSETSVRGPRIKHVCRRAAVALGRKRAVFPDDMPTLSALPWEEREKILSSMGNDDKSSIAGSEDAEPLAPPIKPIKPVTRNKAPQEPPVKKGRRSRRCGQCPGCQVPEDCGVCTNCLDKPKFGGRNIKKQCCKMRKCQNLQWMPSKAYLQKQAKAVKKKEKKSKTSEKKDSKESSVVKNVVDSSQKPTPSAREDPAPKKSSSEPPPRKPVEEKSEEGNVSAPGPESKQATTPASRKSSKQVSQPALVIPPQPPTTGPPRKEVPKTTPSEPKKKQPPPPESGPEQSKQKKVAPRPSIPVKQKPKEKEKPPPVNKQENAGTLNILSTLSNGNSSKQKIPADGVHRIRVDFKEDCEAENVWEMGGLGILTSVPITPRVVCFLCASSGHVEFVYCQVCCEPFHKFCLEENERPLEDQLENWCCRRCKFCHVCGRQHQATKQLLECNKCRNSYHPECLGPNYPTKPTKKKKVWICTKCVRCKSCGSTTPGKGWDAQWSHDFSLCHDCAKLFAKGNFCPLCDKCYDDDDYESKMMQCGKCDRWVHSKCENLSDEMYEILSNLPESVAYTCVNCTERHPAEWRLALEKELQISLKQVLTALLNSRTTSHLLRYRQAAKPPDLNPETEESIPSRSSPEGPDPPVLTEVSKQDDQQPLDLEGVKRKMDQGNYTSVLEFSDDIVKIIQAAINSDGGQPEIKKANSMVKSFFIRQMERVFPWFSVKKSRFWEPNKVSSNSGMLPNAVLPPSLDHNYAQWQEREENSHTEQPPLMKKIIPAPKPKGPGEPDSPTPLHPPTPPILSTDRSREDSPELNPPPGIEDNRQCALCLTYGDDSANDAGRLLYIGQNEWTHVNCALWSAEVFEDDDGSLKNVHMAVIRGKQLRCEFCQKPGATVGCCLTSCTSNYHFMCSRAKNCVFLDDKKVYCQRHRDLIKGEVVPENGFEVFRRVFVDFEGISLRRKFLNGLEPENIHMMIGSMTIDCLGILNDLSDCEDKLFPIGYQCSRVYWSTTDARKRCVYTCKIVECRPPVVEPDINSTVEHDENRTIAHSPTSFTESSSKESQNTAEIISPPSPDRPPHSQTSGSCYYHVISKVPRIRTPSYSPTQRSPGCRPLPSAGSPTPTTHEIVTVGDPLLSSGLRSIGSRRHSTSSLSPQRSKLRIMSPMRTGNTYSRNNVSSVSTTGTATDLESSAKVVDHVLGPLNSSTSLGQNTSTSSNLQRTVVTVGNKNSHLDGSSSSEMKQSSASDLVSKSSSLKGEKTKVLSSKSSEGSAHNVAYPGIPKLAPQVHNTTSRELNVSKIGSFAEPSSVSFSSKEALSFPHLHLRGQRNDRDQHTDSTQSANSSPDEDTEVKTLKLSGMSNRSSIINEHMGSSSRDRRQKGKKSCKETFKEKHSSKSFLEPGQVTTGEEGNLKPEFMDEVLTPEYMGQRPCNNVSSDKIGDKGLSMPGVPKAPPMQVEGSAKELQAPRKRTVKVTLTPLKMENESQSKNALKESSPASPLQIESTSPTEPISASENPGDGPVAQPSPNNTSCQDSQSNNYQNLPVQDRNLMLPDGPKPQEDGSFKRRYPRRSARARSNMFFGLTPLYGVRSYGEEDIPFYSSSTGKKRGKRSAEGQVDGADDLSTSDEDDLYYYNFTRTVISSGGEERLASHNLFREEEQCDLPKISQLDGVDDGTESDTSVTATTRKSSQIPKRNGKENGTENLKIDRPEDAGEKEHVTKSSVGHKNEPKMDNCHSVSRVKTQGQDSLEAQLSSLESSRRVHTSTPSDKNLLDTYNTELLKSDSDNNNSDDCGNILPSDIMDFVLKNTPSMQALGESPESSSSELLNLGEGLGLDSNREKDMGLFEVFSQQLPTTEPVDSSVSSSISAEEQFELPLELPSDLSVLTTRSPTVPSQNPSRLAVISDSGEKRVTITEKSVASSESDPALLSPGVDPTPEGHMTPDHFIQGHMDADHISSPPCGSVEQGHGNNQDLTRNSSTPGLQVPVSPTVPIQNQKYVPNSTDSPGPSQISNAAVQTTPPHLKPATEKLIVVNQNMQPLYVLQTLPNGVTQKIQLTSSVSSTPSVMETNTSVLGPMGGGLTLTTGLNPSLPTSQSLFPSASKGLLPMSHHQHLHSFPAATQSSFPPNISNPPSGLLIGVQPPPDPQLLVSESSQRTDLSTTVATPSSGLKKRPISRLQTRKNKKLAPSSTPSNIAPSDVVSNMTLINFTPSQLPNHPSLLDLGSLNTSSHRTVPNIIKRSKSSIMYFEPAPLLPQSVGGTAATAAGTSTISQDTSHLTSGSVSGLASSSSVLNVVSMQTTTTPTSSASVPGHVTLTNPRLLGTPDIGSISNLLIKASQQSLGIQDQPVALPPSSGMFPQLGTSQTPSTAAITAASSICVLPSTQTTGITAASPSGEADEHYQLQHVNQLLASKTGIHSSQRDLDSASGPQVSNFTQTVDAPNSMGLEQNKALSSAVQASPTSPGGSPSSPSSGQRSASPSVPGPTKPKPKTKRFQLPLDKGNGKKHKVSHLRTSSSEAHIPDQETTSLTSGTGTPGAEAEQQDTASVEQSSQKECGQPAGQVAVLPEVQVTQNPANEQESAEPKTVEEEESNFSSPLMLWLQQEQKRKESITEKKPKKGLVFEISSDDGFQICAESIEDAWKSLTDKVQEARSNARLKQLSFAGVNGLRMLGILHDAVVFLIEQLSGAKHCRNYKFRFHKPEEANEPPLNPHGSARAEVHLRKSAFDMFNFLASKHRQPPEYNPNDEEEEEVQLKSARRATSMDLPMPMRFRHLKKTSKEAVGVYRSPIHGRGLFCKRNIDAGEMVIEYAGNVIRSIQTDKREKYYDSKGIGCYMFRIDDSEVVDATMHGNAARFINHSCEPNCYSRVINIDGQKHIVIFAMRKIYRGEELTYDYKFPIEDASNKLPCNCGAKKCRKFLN
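Steps: dispense CXXC domain solution (7 uM) → pin compounds or unlabeled HOX-A9 DNA control → 5 min ambient → add FLSN-HOX-A9 solution (50 nM) → spin → 30 min ambient → fluorescence polarization. Tris pH 7.5/NaCl/DTT/BSA buffer.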
ELG1 DNA repair: qHTS screen for small molecules that inhibit ELG1-dependent DNA repair in human embryonic kidney (HEK293T) cells expressing luciferase-tagged ELG1. HEK293T ELG1-luciferase reporter, luminescence, 16 h; DNA damage induced by 5-fluorouridine. AID 504467, 2011. Potency, µM (highest dose often 46.1 µM), for the others: top-dose activity change, negative = inhibition, actives largely listed as inhibitors. actives 2.3% (n = 330,000); also: potency is read from the fitted curve at half-maximal effect; % is scaled to controls: 0 for no effect and ±100 for the full control effect; nearly all actives have a fitted effect of over 55% in size
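Cells (2,000 per well) received 5-fluorouridine plus test compound or DMSO and were incubated 16 hr at 37 °C, 5% CO2. Luciferase activity was read by luminescence 30 min after ONE-Glo addition; signal suppression marked inhibition of damage-induced ELG1 function.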
TSG101-PTAP inh: qHTS Assay for Iinhibitors of HIV-1 Budding by Blocking the Interaction of PTAP/TSG101; Tumor susceptibility gene 101 protein (Homo sapiens), Q99816; Fluorescence polarization, FITC-PTAP peptide / Tsg101 binding; Potency, µM (highest dose often 115 µM), without a hit: top-dose activity change, negative = inhibition, hits mostly inhibitors; 340,000 tested, under 10 active; AID 493005, 2010; active = well fitted inhibition curve with a large enough effect in the main read-out, with a control signal flat, not every such curve was filed as active; inconclusive = small, poorly fitted or top-dose-only effect, or effect the other way, or a change in a side signal; inactive = no such curve, though single readings can be large or run the other way; also: potency is read from the fitted curve at half-maximal effect; % of control where 0% means no effect
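Compounds were pin-transferred onto Tsg101 binding domain (10 uM final) in HEPES pH 7.5 buffer, then FITC-PTAP peptide was added at 50 nM final. After 20 min at RT, polarization reported peptide displacement across a qHTS concentration series.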
* marks the source's active call; other numbers are inactive results; ? = inconclusive; . = not tested or not shown; [ ] = remark or other dose. Unless noted, calls follow the shape of the dose curve; as a rule, active = well fitted curve in the direction sought with a large enough effect; inconclusive = small, poorly fitted or top-dose-only effect, or another doubt; inactive = no such curve, though single readings can be large; an effect the other way counts as inactive or inconclusive.

SMILES | p53 reactivation | TRPV1 ag | BRCA1 expr act | a7 integrin act | AT treatment | B2AR arrestin | TCR activator | CXXC DNA block | ELG1 DNA repair | TSG101-PTAP inh
CCOC(=O)c1c(NC(=O)CCN2C(=O)c3cccc([N+](=O)[O-])c3C2=O)sc(C(=O)OC(C)C)c1C | -1.6% | -3.1 | -0.2% | -15.0% | 0.8% | -0.7% | -1.7% | 23.9% | -18.8% | 0.0%
Nn1c(SCC(=O)Nc2ccc3c(c2)OCCO3)nnc1-c1ccccn1 | . | 2.1 | -18.0% | 15.8% | . | . | 5.8% | -2.1% | . | -1.6%
Cc1cccc2cc(C#N)c(NCCNC(=O)COc3ccccc3)nc12 | 1.0% | -0.4 | -0.2% | 17.7% | 9.5% | -0.6% | 3.2% | -7.2% | 14.7% | 0.3%
Cc1ccc(CNC(=O)C2CCCN(Cc3cnn(-c4ccccc4)c3-n3cccc3)C2)cc1 (stereo not given) | -18.7% | 4.9 | -71.7% | -0.4% | -2.9% | -2.8% | -3.2% | 0.3% | ? | -9.5%
O=C(Nc1ncc(S(=O)(=O)c2ccc([N+](=O)[O-])cc2)s1)c1ccccc1F | -0.1% | 7.6 | 0.0% | -15.6% | -0.2% | 0.6% | -7.0% | 9.1% | ? | -4.3%
Cc1c(C)c(C)c(S(=O)(=O)N2CCNCC2)c(C)c1C | 7.5% | 4.6 | -20.5% | -36.2% | -0.7% | -0.1% | 9.7% | 0.7% | 20.2% | -0.2%
O=C(Nc1ccc(-c2nc3ccc(NC(=O)c4cccs4)cc3[nH]2)cc1)c1cccs1 | 1.3% | -3.1 | -71.6% | -42.6%[inhibitor] | 0.4% | 0.4% | -27.4% | ? | ? | 0.4%
O=C(CSc1nnc(-c2cccnc2)o1)Nc1ccc(Cl)cc1 | 0.2% | 9.8 | 51.9% | -12.9% | -0.2% | -0.1% | 9.2% | -8.1% | ? | -0.7%
COc1ccc(N2CCN(C(c3nnnn3C3CCCC3)C(C)C)CC2)cc1 (stereo not given) | -1.8% | 4.0 | -3.1% | 8.3% | -3.1% | 0.1% | -0.7% | 0.7% | ? | -0.1%
CCN(CC)C(=O)N1CCN(S(=O)(=O)c2c(C)cc(C)cc2C)CC1 | -2.8% | 10.8 | -23.7% | 0.0% | 2.2% | 0.1% | 6.4% | 25.1% | 3.3% | -3.5%
CCOc1ccc(NC(=O)CN(C)C(=O)c2cc(S(=O)(=O)N3CCCCC3)ccc2C)cc1OCC | 2.4% | 0.1 | -41.5% | -19.2% | 0.5% | 0.5% | 1.5% | . | -19.6% | -3.0%
Cc1cccc(/C=N\NC(=O)c2ccccc2-n2cccc2)c1 | -4.1% | -2.0 | 50.3% | 11.6% | -4.3% | -0.9% | 8.3% | -1.2% | 0.4% | -5.2%
COc1ccc(NC(=S)N(CCC(C)C)C2CCN(C(C)=O)CC2)cc1 | 1.9% | -9.1 | -0.6% | 24.3% | 5.9% | -1.0% | 5.8% | 1.3% | 13.2% | -6.1%
Cc1cc(C)c2c(=O)n(CC(=O)NCCCN3CCOCC3)sc2n1 | -21.7% | 10.2 | -6.0% | -48.1%[inhibitor] | -8.5% | -0.8% | -1.8% | -1.1% | 21.5% | -4.6%
CCOC(=O)/C(=C/c1cn(C)c2ccccc12)NC(=O)c1ccccc1 | -1.4% | -4.5 | -22.4% | -27.0% | 1.5% | -0.9% | 3.6% | -2.3% | 1.6% | -3.2%
COC(=O)c1ccc[n+](CC(=O)Nc2ccc(OC(F)F)cc2)c1 | 4.5% | 1.7 | 0.0% | 13.8% | 24.0% | 0.3% | -8.6% | 9.0% | 8.1% | 1.0%
O=C(Nc1csnn1)c1csnn1 | 6.3% | 8.2 | 10.5% | 23.7% | ? | 0.4% | -4.4% | -13.3% | 0.0% | 0.5%
COc1ccc(CCNC(=O)c2cc(C)oc2C)cc1OC | 25.3% | 1.2 | -2.1% | 27.2% | -3.7% | -0.6% | -0.1% | 1.1% | -1.6% | -6.4%
O=C(COc1cc(F)ccc1[N+](=O)[O-])NCCN1C(=O)CSC1=O | 7.5% | . | 19.0% | -30.5% | -9.6% | -1.1% | -3.9%[46.1 µM] | . | -9.2% | 1.2%
O=C(CSc1nnc(-c2ccc(F)cc2)o1)Nc1ccc(S(=O)(=O)N2CCCC2)cc1 | 0.0% | 2.4 | 12.1% | -15.1% | 15.0% | -0.5% | -1.5% | -8.3% | 26.2% | -15.1%

Taken from above.
`O=C(Nc1ncc(S(=O)(=O)c2ccc([N+](=O)[O-])cc2)s1)c1ccccc1F` in a7 integrin act is listed with -15.6%
`O=C(Nc1csnn1)c1csnn1` in BRCA1 expr act is listed with 10.5%
`Cc1ccc(CNC(=O)C2CCCN(Cc3cnn(-c4ccccc4)c3-n3cccc3)C2)cc1` (stereo not given) in TSG101-PTAP inh is listed with -9.5%
`Cc1c(C)c(C)c(S(=O)(=O)N2CCNCC2)c(C)c1C` in TCR activator is listed with 9.7%

The list continues:
SMILES | p53 reactivation | TRPV1 ag | BRCA1 expr act | a7 integrin act | AT treatment | B2AR arrestin | TCR activator | CXXC DNA block | ELG1 DNA repair | TSG101-PTAP inh
CCCc1cc(=O)[nH]c2nnc(SCC(=O)N3CC(C)OC(C)C3)n12 (stereo not given) | 3.2% | -3.3 | -1.0% | -2.0% | 12.8% | 0.0% | 2.0% | . | 18.5% | -4.4%
CCN(CC)c1ccc(NC(=O)c2cc3c(OC)cccc3[nH]2)cc1 | 0.1% | -2.7 | -9.0% | ? | -11.8% | -0.4% | 5.0% | 1.2% | -1.5% | -6.5%
Cc1cccc(OCc2nnc(SC(C)C(=O)O)n2Cc2ccccc2)c1 (stereo not given) | 1.8% | -0.3 | -3.5% | 2.9% | -1.8% | 0.6% | -3.8% | 3.3% | -2.1% | -3.6%
Cc1cccc(-c2nsc(SCC(=O)Nc3ccc4c(c3)OCO4)n2)c1 | ? | 17.2 | 70.2% | 15.6% | 9.4% | -0.2% | -3.9%[46.1 µM] | 7.7% | ? | -5.0%
O=C(CC1C(=O)NCCN1Cc1c(F)cccc1Cl)NCCCOc1cccnc1 (stereo not given) | 10.2% | 2.9 | -29.1% | 5.0% | 8.3% | -0.1% | 4.9% | -2.5% | 12.2% | -5.8%
COc1ccc(C(=O)Nc2nc(-c3ccc(S(=O)(=O)N4CCOCC4)cc3)cs2)cc1 | -10.1% | 19.5 | -73.1% | -3.8% | -3.9% | -0.1% | 1.9% | -5.5% | 11.6µM* | -4.9%
O=C(CSc1nc2ccsc2c(=O)n1CC1CCC(C(=O)O)CC1)NCCc1ccc(Cl)cc1 (stereo not given) | -6.3% | 0.9 | -17.2% | -11.0% | 5.4% | 0.8% | -3.3% | 1.0% | -4.8% | -2.8%
Cc1ccc(COC(=O)c2ccc3ccccc3n2)cc1 | 24.6% | 15.7 | 2.4% | 0.0% | -2.1% | -0.9% | -0.2% | 3.3% | -13.6% | 2.4%
COc1ccc(/C(C)=N/NC(=O)c2cc(C)[nH]n2)c(OC)c1 | 17.5% | -1.9 | 6.2% | -15.6% | 0.6% | -0.5% | 1.1% | 27.1% | 6.5% | -2.3%
Nc1nnc(SCn2nnc3ccccc3c2=O)s1 | 1.7% | -2.9 | -5.2% | -6.7% | -3.3% | 0.3% | -4.2% | -6.5% | -6.2% | -3.5%
CCCN1CCc2c(sc(NC(=O)Cc3ccc(F)cc3)c2C(N)=O)C1 | -3.3% | -1.0 | 2.8% | -32.7% | -1.7% | 0.2% | -2.7% | -4.4% | -3.6% | 2.6%
CCN(CC(=O)Nc1ccccc1OC)C(=O)CSCC(=O)Nc1ccc(OC)cc1 | 0.3% | -0.2 | -19.3% | -13.8% | 9.9% | 0.0% | -5.8% | . | 10.2% | -4.7%

2 entries from above, with two lines to a compound:
The line under a structure holds: p53 reactivation | TRPV1 ag | BRCA1 expr act | a7 integrin act | AT treatment | B2AR arrestin | TCR activator | CXXC DNA block | ELG1 DNA repair | TSG101-PTAP inh
O=C(CC1C(=O)NCCN1Cc1c(F)cccc1Cl)NCCCOc1cccnc1 (stereo not given)
    10.2% | 2.9 | -29.1% | 5.0% | 8.3% | -0.1% | 4.9% | -2.5% | 12.2% | -5.8%
COc1ccc(C(=O)Nc2nc(-c3ccc(S(=O)(=O)N4CCOCC4)cc3)cs2)cc1
    -10.1% | 19.5 | -73.1% | -3.8% | -3.9% | -0.1% | 1.9% | -5.5% | 11.6µM* | -4.9%

High-throughput results deposited in PubChem by National Center for Advancing Translational Sciences (NCATS).
